Screening results (PubChem BioAssay)
Pin1 inhibitor: blocks the human prolyl isomerase Pin1; Q13526; Pin1 FP peptide displacement, HiFluor488, 10 min; Potency, µM (series often up to 115 µM), without a hit: at the highest dose activity, negative = inhibition, usual class: inhibitors; 0.009% of 390,000 active; AID 504891; active = well fitted inhibition curve with a large enough effect in the polarisation, with a control signal flat, not every such curve was filed as active; inconclusive = small, poorly fitted or top-dose-only effect, or effect the other way, or a change in a side signal; inactive = no such curve, though single readings can be large or run the other way; the % refers to the polarisation; note: potency is the fitted concentration of half-maximal effect; % is set by controls: 0 for no effect and ±100 for the full control effect
Target sequence (Q13526 whole entry, looked up): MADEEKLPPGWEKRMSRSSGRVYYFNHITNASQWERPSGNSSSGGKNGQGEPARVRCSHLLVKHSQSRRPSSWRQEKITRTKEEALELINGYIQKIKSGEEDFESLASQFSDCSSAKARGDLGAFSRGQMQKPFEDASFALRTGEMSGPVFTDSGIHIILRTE
BAZ2B block: blocks human BAZ2B; Potency, µM (titrated, usually from 114 µM), inactives show top-dose activity change, negative = inhibition, most hits filed as inhibitors; Q9UIF8; AID 504333; AlphaScreen BAZ2B-H3K14Ac peptide displacement; 4.4% of 360,000 active; note: potency is the fitted concentration of half-maximal effect; % is set by controls: 0 for no effect and ±100 for the full control effect; nearly all actives have a fitted effect of over 60% in size
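AlphaScreen displacement of biotin-H3(5-23)K14Ac peptide (50 nM final) from BAZ2B (50 nM final) in PBS pH 7.4, 0.01% Tween-20; complex preformed 30 min RT, then compounds (top 110 uM) 30 min RT, beads 20 min dark.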
G9a inh: G9a (human) methyltransferase inhibition; Potency, µM (series often up to 102 µM), for the others: top-dose activity, negative = inhibition, actives largely listed as inhibitors; 8.8% of 350,000 active; G9a H3K9 monomethylation, AlphaScreen, 2 h; Q96KQ7; AID 504332; note: potency is the fitted concentration of half-maximal effect; % is set by controls: 0 for no effect and ±100 for the full control effect; nearly all actives have a fitted effect of over 75% in size
Target sequence (Q96KQ7 913-1193 limits assumed): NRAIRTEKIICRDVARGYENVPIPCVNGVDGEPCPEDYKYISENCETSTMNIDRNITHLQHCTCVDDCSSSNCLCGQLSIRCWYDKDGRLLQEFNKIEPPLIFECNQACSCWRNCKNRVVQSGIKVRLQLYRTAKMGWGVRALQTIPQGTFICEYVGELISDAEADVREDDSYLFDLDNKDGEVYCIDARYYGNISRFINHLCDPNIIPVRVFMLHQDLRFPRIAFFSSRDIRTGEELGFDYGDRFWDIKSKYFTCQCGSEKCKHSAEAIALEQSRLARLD
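Compounds were preincubated with 20 nM G9a for 15 min, after which biotinylated H3K9 peptide (500 nM) and SAM (20 uM) started a 2 h room-temperature reaction. Monomethylated product was quantified by antibody-based AlphaScreen chemiluminescence.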
PGK inhibitor: blocks T. brucei phosphoglycerate kinase. P07378. PGK/GAPDH coupled, Kinase-Glo luminescence, 60 min. 0.043% of 380,000 active. AID 602233. Potency, µM (doses to about 57.5 µM), for inactives: top-dose activity change, negative = inhibition, most hits filed as inhibitors; note: potency is the fitted concentration of half-maximal effect; % is set by controls: 0 for no effect and ±100 for the full control effect; nearly all actives have a fitted effect of over 60% in size
Target sequence (P07378 whole entry, looked up): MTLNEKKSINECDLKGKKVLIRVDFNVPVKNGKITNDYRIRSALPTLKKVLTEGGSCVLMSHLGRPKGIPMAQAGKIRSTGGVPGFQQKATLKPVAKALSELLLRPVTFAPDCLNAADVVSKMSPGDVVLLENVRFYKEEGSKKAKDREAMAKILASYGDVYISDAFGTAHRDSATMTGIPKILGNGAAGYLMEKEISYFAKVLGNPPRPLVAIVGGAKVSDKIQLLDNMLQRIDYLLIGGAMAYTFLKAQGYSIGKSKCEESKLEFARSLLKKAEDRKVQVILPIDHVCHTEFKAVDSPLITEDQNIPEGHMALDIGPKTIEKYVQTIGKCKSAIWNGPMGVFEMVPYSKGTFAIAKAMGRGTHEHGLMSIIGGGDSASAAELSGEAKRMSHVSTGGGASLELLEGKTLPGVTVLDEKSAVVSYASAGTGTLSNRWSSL
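Luminescent ATP detection (Kinase-Glo Plus) follows a 60-minute room-temperature incubation, with wells lacking PGK as controls. Buffer: 100 mM TEA (pH 7.6), 5 mM MgCl2, 0.01% Tween-20. Coupling enzyme GAPDH (100 nM final) supplies unstable 1,3-BPG in-well.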
Pol eta inh: DNA polymerase eta (human) inhibition. Potency, µM (titrated, usually from 114 µM), without a hit: at the highest dose activity change, negative = inhibition, actives largely listed as inhibitors. AID 588591. recombinant Pol eta, fluorescent DNA replication assay. 1.2% of 390,000 active; note: potency is the fitted concentration of half-maximal effect; % is set by controls: 0 for no effect and ±100 for the full control effect
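Pol eta at 10 nM preincubated with compounds 15 min at room temperature; reaction started with fluorescent substrate (50 nM final) and read kinetically at 0 and 10 min.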
PI4K2A block: inhibitors of human PI4K2A; purified PI4K2A, ADP-Glo luminescence, 1 h; hits give low values; activity change, negative = inhibition, % at 76.9 µM; 0.13% of 420,000 active; AID 1346378; in the data active = activity change below about -50%; inconclusive = mostly about -30% to -49%;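 note: -100% = wells without enzyme as full effect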
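PI4K2A activity was measured by ADP-Glo luminescence: enzyme (4 ug/mL stock) and phosphatidylinositol (1.2 mM stock) in Tris pH 7.5/MgCl2/EGTA/Triton X-100 buffer were reacted with ATP (300 microM stock) for one hour at ambient temperature.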
HP1b chromo inh: HP1-beta chromodomain-methylated histone interaction inhibition. 0.56% of 390,000 active. Potency, µM (series often up to 114 µM), without a hit: at the top dose activity change, negative = inhibition, usual class: inhibitors. P83916. AID 540317. AlphaScreen HP1-beta / biotin-H3K9me3 peptide binding; note: potency is the fitted concentration of half-maximal effect; nearly all actives have a fitted effect of over 70% in size; inactives centre near 23
Target sequence (P83916 whole entry, looked up): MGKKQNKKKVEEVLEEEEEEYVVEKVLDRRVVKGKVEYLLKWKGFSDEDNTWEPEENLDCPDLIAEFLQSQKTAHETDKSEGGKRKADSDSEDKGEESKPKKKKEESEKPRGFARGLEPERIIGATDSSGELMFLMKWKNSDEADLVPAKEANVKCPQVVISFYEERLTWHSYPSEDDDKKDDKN
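Compound inhibition of the preformed complex between 50 nM HP1-beta and 50 nM biotinylated H3K9me3 peptide was read by AlphaScreen. Buffer was PBS pH 7.4 with 0.01% Tween-20. Incubations ran 30 min at room temperature, with 10 ug/mL donor/acceptor beads.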
GLS inh: glutaminase GLS (human) inhibition; Potency, µM (series often up to 45.5 µM), for the others: at the highest dose activity change, negative = inhibition, hits mostly inhibitors; AID 624170; GLS enzymatic activity, qHTS titration; O94925; 0.21% of 410,000 active; note: potency is the fitted concentration of half-maximal effect; % is set by controls: 0 for no effect and ±100 for the full control effect
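hKGA; 45 mM KH2PO4 pH 8.2 + 0.02% Tween-20; cpd via pin tool; 1 mM Gln soln; GluOx/HRP/Amplex Red; RT 30 min; fluor. t0 & final.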
JMJD2A Tudor inh: inhibitors of human JMJD2A Tudor domain. AlphaScreen JMJD2A-Tudor / H3K4me3 peptide binding. Potency, µM (titrated, usually from 114 µM), for inactives: top-dose activity change, negative = inhibition, usual class: inhibitors. 4.4% of 390,000 active; note: potency is the fitted concentration of half-maximal effect; % is set by controls: 0 for no effect and ±100 for the full control effect; nearly all actives have a fitted effect of over 50% in size
Active calls of the source: *; i = inactive; ? = inconclusive; · = no result given; & = joins results of further samples; [ ] = remark or other dose. Unless noted, calls come from the whole dose curve; as a rule, active = well fitted curve in the direction sought with a large enough effect; inconclusive = small, poorly fitted or top-dose-only effect, or another doubt; inactive = no such curve, though single readings can be large; an effect the other way counts as inactive or inconclusive.

Values run as follows: Pin1 inhibitor, BAZ2B block, G9a inh, PGK inhibitor, Pol eta inh, PI4K2A block, HP1b chromo inh, GLS inh, JMJD2A Tudor inh
- CC(C)(C)NC(=S)N1CCn2cccc2C1c1cccnc1 (stereo not drawn)
  -8.3%, ?, ?, i, -13.9%, 6.8, 3.2%, 2.9%, -6.9%
- CNC(=O)Nc1ccc(C(=O)N/N=C\C23CC[C@@H](O)CC2(O)CC[C@@H]2[C@@H]3CCC3(C)C(C4=CC(=O)OC4)CCC23O)cc1 (stereo partly drawn)
  ?, -1.0%, -3.7%, i, -17.4%, -6.7, 61.1%[activator], -0.9%, -11.0%[11.4 µM]
- CN1CCC(O)(c2ccc(Cl)cc2)C(C(=O)c2ccc(Cl)cc2)C1 (stereo not drawn)
  -1.9%, -7.8%, 10µM*, -1.6%, -13.4%, 20.2, 33.9%, 14.7%, -20.5%
- COc1cc(CN2CCc3nc(N4CCN(c5ccccc5F)CC4)ncc3C2)ccc1OC(C)C
  -4.0%, ?, -13.5%[59 µM], 7.1%, -7.2%, 3.9, 18.9%, 0.1%, -21.9%
- CCCCCCn1c(O)c(C=NC2CCCCC2N)c(=O)[nH]c1=O (stereo not drawn)
  0.3%, -31.1%, -2.0%, 1.3%, -2.5%, -2.2, 13.6%, 17.1%, ?
- C=CCN(CC=C)C(=O)Nc1ccc(OCC)cc1
  5.9%, -21.3%, 17.5%, -0.3%, -2.7%, 7.6, 12.0%, -10.8%, -10.7%
- COC(=O)C1=C(c2ccc(C(C)=O)cc2)C[C@@H]2CC[C@H]1N2C(=O)NCCOc1ccccc1Cl
  2.6%, 1.9%, 2.8%[0.501 µM], -3.4%, -21.3%, 3.2, 66.0%[activator], -6.2%, -1.4%
- COC(=O)C1=C(c2ccc(F)cc2OCc2ccccc2)C[C@@H]2CC[C@H]1N2C(=O)NCCNC(C)=O
  -7.0%, -17.7%, 4.6%[0.501 µM], -8.1%, -8.8%, -5.1, 44.9%[activator], -1.5%, -18.6%
- COc1cccc(NC(=O)c2cccn(Cc3ccccc3C)c2=O)c1
  ?, -4.4%, 35.8%[59 µM], 5.8%, -15.0%, -3.8, 27.1%[57 µM], 4.4%, -10.3%
- C[C@H]1O[C@@H](O[C@H]2[C@@H](O)C[C@H](O[C@H]3[C@@H](O)C[C@H](O[C@H]4CC[C@@]5(C)[C@H](CC[C@@H]6[C@@H]5CC[C@]5(C)[C@@H](C7=CC(=O)OC7)CC[C@]65O)C4)O[C@@H]3C)O[C@@H]2C)C[C@H](O)[C@@H]1O
  2.3%, 1.1%, 12.1%, 2.9%, -4.9%, -3.0&1.3, 23.6%, 1.6%, -20.7%
- O=C(c1cc(S(=O)(=O)N2CCOCC2)ccc1F)N1CCC2(CC1)OCCO2
  0.4%, 8.5%, -11.0%[12.7 µM], -13.9%, -1.1%, 1.4, 23.6%, 1.5%, -6.5%
- C=CCn1c(O)c(C(C)=NCc2cccnc2)c(=O)[nH]c1=O
  8.2%, -5.2%, 18.4%[12.7 µM], i, -2.8%, 10.7, 31.8%[activator], 0.6%, ?
- C=C[C@]1(C)C[C@H]1[C@H](NP(=O)(c1ccccc1)c1ccccc1)c1ccccc1
  -2.6%, -6.9%, -14.0%, 2.2%, -11.6%, -0.7, 15.5%, 13.3%, ?
- COc1ccc(CN2CCCC(C(=O)c3cccc(Cl)c3)C2)cc1 (stereo not drawn)
  -1.6%, -4.8%, 20.4%, i, -16.1%, -6.4, 57.9%[activator], -1.7%, 0.3%
- CC12C=CC(=O)CC1CCC1C2CCC2(C)C(O)C(O)CC12 (stereo not drawn)
  -2.5%, ·, ·, -10.4%, -19.5%, -2.0, 13.0%[57 µM], 0.3%, -16.6%
- COc1cccc(CNC(=O)CCC(=O)N2C[C@H]3C[C@H](C2)c2cccc(=O)n2C3)c1OC
  -2.6%, -0.6%, 15.4%[12.7 µM], -2.9%, -18.5%, -0.8, -8.1%, 6.4%, -14.3%
- COC(=O)C1=C(c2cccc(C#N)c2)C[C@@H]2CC[C@H]1N2C(=O)N1CCCCC1
  -5.8%, -13.8%, -34.6%[2.33 µM], i, -10.6%, -0.2, 36.3%, -4.3%, 1.4%
- O=C(Nc1cccc2ccccc12)c1nn(C23CC4CC(CC(C4)C2)C3)cc1Br
  0.9%, -4.3%, -2.2%, -7.4%, -11.8%, 4.9, 17.2%, 1.0%, 6.4%
- Cc1ccc(NC(=O)c2ccc(C)c(S(=O)(=O)N3CCCCC3)c2)nc1
  5.3%, -17.6%, 14.6%[2.33 µM], i, ?, -4.9, 17.4%, 0.1%, -18.6%
- CSc1cccc(NP2(=O)OCC(C)([N+](=O)[O-])CO2)c1 (stereo not drawn)
  8.3%, ·, ·, 1.6%, -9.6%, 2.2, 17.3%, 15.1%, -11.1%
- CCOC(=O)C1=C(N)OC2=C(C(=O)CCC2)[C@]12C(=O)N(CC(N)=O)c1ccccc12
  -3.0%, 2.9%, 10.1%, 2.3%, -1.0%, -1.3, 47.0%[activator], -3.8%, -10.7%
- C=C(C)Cn1c(-c2cccs2)n[nH]c1=S
  0.9%, -18.3%, 14.1µM*, -5.7%, -11.3%, -4.7, -11.5%, ?, 5.62µM*
- CS(=O)(=O)N1Cc2cnnn2-c2ccccc2C1C#N (stereo not drawn)
  ?, ·, ·, 1.2%, -6.6%, -2.4, 40.6%[activator], -0.2%, -7.2%
- CC1=CC(=O)C2=C(C)C[C@H](O)[C@@H]3[C@H](OC(=O)[C@H]3C)[C@@H]12
  2.9%, -1.7%, 8.4%[59 µM], 6.6%, -2.7%, -0.6, 23.1%, -6.1%, -9.4%
- COc1ccc(CCNC(=O)CCn2c(=O)c3ccccc3n(Cc3ccc(Cl)cc3)c2=O)cc1OC
  7.9%, 8.5%, 4.6%[59 µM], -1.2%, -1.0%, 1.9, 57.5%[activator], -2.4%, 1.4%
- C=CCn1c(O)c(C(C)=Nc2ccc(NC(C)=O)cc2)c(=O)[nH]c1=O
  -5.2%, -6.8%, ?, -4.5%, -13.9%, -2.1, 36.4%, -3.4%, -20.8%
- Nc1nc(F)nc2c1ncn2[C@@H]1O[C@H](CO)[C@@H](O)[C@H]1O
  -5.7%, ·, 11.1%[12.7 µM], -9.4%, -17.1%, -1.1, 21.4%, 12.2%&-5.7%, -10.1%
- O=C(Nc1ccc(Cl)cc1)OC1CN2CCC1CC2 (stereo not drawn)
  -3.5%, 0.9%, ·, 1.9%, -0.7%, 0.3, 7.2%, 12.8%, -7.2%
- CCCCOP(=O)(c1ccc(N(C)C)cc1)C(Nc1ccccc1)c1ccccc1 (stereo not drawn)
  2.1%, ?, 44.7µM*, 1.2%, -27.3%, -0.4, -31.8%, 16.2%, ?
- C=Cc1ccc(Cn2c(C(=O)O)c(C=O)c3ccccc32)cc1
  ?, 5.6%, ?, -2.7%, -13.1%, -0.1, 7.2%, ?, ?
- COC(=O)C(O)(c1ccc(NC(=S)NC(=O)c2ccc(Cl)cc2Cl)c(C)c1)C(F)(F)F (stereo not drawn)
  -0.1%, -35.3%, 1.5%[59 µM], 0.6%, -10.0%, -2.8, -19.6%, -27.4%, 79.4µM*
- Fc1ccccc1CNC1CN2CCC1CC2 (stereo not drawn)
  -7.5%, -13.6%, ?, i, -4.4%, 3.6, -3.0%, ?, 39.8µM*
- CCNC(=O)N1Cc2ccccc2-n2nncc2C1
  ·, ·, ·, 7.8%, -8.2%, 1.8, ·, -2.3%, ·
- C=C(C)[C@@H]1CC[C@]2(C(=O)O)CC[C@]3(C)[C@H](CC[C@@H]4[C@@]5(C)CC[C@H](O)C(C)(C)[C@@H]5CC[C@]43C)[C@@H]12
  -0.8%, 2.5%, -2.7%[59 µM], -8.0%, -8.7%, -0.5, 33.2%, -2.4%, -9.7%
- CCCCCn1c(N)c(C(=O)NCCN2CCOCC2)c2nc3ccccc3nc21
  15.0%, -2.9%, 6.9%[59 µM], -1.9%, ?, 0.3, 90.5%[activator], -17.2%, 41.9%[activator]
- CC(=O)OCC[N+](C)(C)C
  2.6%&-0.4%&3.9%, 5.2%&1.5%&4.1%, 15.6%[59 µM], -1.4%&-6.4%&6.1%, -13.0%&-13.4%&-7.9%, 1.6&-2.0&1.9&2.8, 34.1%&35.5%&28.1%, 4.0%&2.3%&-4.5%&-0.4%, 1.4%&5.8%&-13.7%
- O=C1CN=C(c2ccccc2)c2cc([N+](=O)[O-])ccc2N1
  1.2%, ·, 22.8%[59 µM], 0.0%, -9.2%, -2.7&0.9, 47.9%[activator], -6.4%&0.3%, -9.7%
- CCN(CC)CCCN=Cc1c(O)n(-c2ccccc2F)c(=O)[nH]c1=O
  2.2%, ·, -17.3%[59 µM], 0.8%, -8.9%, -11.6, 20.6%, -5.7%, 13.2%
- C#CCOc1ccc2c(c1)c(C(C)=O)c(C)n2Cc1ccccc1
  8.6%, 5.8%, 10.8%[59 µM], 3.5%, -10.2%, -1.6, 53.2%[activator], 1.5%, 5.4%
- C[C@@H]1CCCCO[C@@H](CN(C)S(=O)(=O)c2ccc(F)cc2)[C@@H](C)CN([C@H](C)CO)C(=O)c2cc(N(C)C)ccc2O1
  ·, ·, ·, -8.0%, -4.5%, -4.0, ·, 28.4%, ·
- CCOP(=O)(c1ccccc1)c1nc(-c2ccc(F)cc2)oc1N1CCCCC1 (stereo not drawn)
  -1.1%, ?, 3.9%[59 µM], -8.6%, -11.2%, -9.0, -11.7%, -2.4%, ?
- CN1CCN(c2nc(N(C)C)oc(=O)c2C#N)CC1
  -3.1%, 8.6%, -1.3%, 1.5%, -13.1%, -6.5, 10.4%, -0.6%, -1.5%

Not all compounds are listed; count on the stated rates, not on these rows.
